Tn7 DDE FP = inhibitors of Tn7 peptide binding to human fibrin DD(E) | actives 0.13% (n = 370,000) | inhibition, % at 8.3 µM | FP displacement of FITC-Tn7 peptide from fibrin DD(E); 0% = median of compound wells per plate | P02675;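 active = inhibition above the mean of compounds falling within the control limits plus 3 SD of them, cut at about 14% in these data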;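 also: 0% = plate median of compound wells and 100% = 10 µM Aha-Tn7 peptide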
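Test system – human fibrin DD(E) · Times – 10 min preincubation, 3 h with tracer, room temperature · Detection – fluorescence polarization of the labelled Tn7 tracer · Measure – percent inhibition normalized to high-control wells · Benchmarks – high control wells with 10 µM unlabelled Aha-Tn7 peptide (full inhibition) · Repeats – singlicate testing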
DDE Tn6 FP inh = DD(E)-Tn6 binding inhibition, primary FP screen; actives 0.21% (n = 370,000); inhibition, % at 8.3 µM; AID 720509; Fibrin DD(E) TRITC-Tn6 fluorescence polarization displacement;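 active = inhibition above a per-campaign cutoff: mean of compounds within control limits plus 3 SD, cut at about 15% in these data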;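 also: 0% = median of all compound wells on the plate and 100% = blocking peptide control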
LEDGF integ inh = blocks HIV-1 LEDGF/p75-dependent DNA integration. TR-FRET IN-LEDGF/p75 DNA integration, Eu/Cy5. inhibition, % at 3.7 µM. actives 0.64% (n = 370,000);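 active = inhibition above the screen-wide mean plus 3 SD, cut at about 13% in these data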;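 also: signal is the Cy5 over europium emission ratio at 671 and 618 nm; 0% = plate median of compound wells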
TDP2 absorb = blocks human TDP2 phosphodiesterase activity | inhibition, % at 12.8 µM | actives 0.34% (n = 370,000) | O95551 | recombinant TDP2, T5PNP hydrolysis, p-nitrophenol absorbance 415 nm;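 active = inhibition above the mean of all tested compounds plus 3 SD, set per campaign, cut at about 25% in these data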;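 also: 0% = DMSO with enzyme and 100% = buffer with substrate but no TDP2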
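Material: recombinant human TDP2; quantity: TDP2 enzyme at 120 nM final; medium: Tris-HCl pH 7.5 with MgCl2; compound: single concentration, 12.8 µM nominal, with 1% DMSO; incubation: 2 h enzyme incubation at 37 °C; signal: epi absorbance; measure: percent inhibition; benchmarks: high control without enzyme, low control DMSO plus TDP2; repeats: singlicate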
PRMT1 FP inh = PRMT1 (human) inhibition, primary screen | actives 1.3% (n = 370,000) | recombinant PRMT1, activity-based probe fluorescence polarization | inhibition, % at 2.79 µM | AID 652257 | Q99873;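 active = inhibition above about 21% made by adding two undisclosed values, limit read from the data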
Target sequence (Q99873 whole entry, looked up): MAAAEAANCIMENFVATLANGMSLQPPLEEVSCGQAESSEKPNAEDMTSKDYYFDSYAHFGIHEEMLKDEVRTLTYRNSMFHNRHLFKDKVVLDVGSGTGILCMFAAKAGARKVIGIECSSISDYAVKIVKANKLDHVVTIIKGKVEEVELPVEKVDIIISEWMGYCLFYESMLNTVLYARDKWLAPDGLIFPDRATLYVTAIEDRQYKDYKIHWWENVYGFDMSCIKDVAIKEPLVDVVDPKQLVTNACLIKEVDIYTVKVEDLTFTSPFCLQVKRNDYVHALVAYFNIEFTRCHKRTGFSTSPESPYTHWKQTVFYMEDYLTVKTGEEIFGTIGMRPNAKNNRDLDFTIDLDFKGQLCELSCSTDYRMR
TCR CD3 inh = inhibitors of human TCR-CD3 interaction | TAMRA-labeled TCR probe fluorescence, biochemical | actives 0.37% (n = 360,000) | inhibition, % at 9.4 µM; in the data active = inhibition above about 19%;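 also: recombinant mutant TCR 2C K166C tagged with TAMRA read by polarization; 0% = receptor in buffer alone and 100% = receptor with positive control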
MBD2 DNA inh = MBD2-methylated oligo binding inhibition; Q9UBB5; inhibition, % at 4.4 µM; actives 0.31% (n = 370,000); TR-FRET, MBD2 binding to methylated oligonucleotide; in the data active = inhibition above about 13%
Target sequence (Q9UBB5 whole entry, looked up): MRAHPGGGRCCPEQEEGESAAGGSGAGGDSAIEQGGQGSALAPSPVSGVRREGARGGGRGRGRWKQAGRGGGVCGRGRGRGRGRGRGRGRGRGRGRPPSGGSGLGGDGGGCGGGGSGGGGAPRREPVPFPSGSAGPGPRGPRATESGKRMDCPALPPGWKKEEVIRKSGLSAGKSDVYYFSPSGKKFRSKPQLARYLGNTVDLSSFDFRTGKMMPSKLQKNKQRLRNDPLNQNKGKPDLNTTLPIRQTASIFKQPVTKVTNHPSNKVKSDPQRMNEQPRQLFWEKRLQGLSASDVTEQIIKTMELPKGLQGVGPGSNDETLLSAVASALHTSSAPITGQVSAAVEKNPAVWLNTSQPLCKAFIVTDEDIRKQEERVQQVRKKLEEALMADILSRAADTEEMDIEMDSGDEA
proKLK7 act = activates the human kallikrein-7 zymogen; activation, % at 7 µM; purified proKLK7, EDANS-DABCYL substrate fluorescence; 100% is mature enzyme control, 0% vehicle; AID 652039; actives 0.9% (n = 370,000);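 active = activation above the mean of all tested compounds plus 3 SD, computed per campaign excluding outliers beyond control limits, cut at about 13% in these data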
Target sequence (P49862 whole entry, looked up): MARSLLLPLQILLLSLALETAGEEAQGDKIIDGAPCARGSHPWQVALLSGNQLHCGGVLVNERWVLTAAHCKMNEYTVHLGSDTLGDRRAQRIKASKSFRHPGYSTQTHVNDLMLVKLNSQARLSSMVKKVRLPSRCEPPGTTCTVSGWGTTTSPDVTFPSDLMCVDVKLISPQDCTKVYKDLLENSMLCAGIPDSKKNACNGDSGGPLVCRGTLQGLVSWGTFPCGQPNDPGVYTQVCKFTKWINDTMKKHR
SIAE inh = inhibitors of human sialic acid acetylesterase SIAE; Q9HAT2; SIAE FP-Rh probe binding, fluorescence polarization; inhibition, % at 9.66 µM; actives 0.69% (n = 370,000); AID 1053197;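 active = inhibition above a cutoff: mean of compounds within the control limits plus 3 SD of those, cut at about 17% in these data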;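 also: 0% = plate median of compound wells and 100% = probe without SIAE protein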
UHRF1 MBD2 ctr = human UHRF1 methylated DNA binding inhibitors | UHRF1 binding to methylated oligo, TR-FRET | actives 0.75% (n = 370,000) | inhibition, % at 4.4 µM | Q96T88; in the data active = inhibition above about 21%;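 also: UHRF1 SRA domain binding a hemimethylated CpG hairpin DNA probe; 0% = median of test compound wells and 100% = reference inhibitor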
* = called active by the depositor.

SMILES | Tn7 DDE FP | DDE Tn6 FP inh | LEDGF integ inh | TDP2 absorb | PRMT1 FP inh | TCR CD3 inh | MBD2 DNA inh | proKLK7 act | SIAE inh | UHRF1 MBD2 ctr
Cc1ccccc1NC(=S)/C(=C(\[O-])c1cc(C)n(Cc2ccccc2Cl)c1C)[n+]1ccccc1 | -8 | -2 | -2 | -11 | 0 | -6 | -3 | -1.0 | 0 | -4
COc1ccc(S(=O)(=O)n2[nH]c(=O)c(CCO)c2C)c([N+](=O)[O-])c1 | -3 | 2 | -1 | 3 | 4 | 6 | -2 | 0.7 | -3 | -3
CC1=C(C(=O)N2CCOCC2)CC(CC(=O)NC(c2ccccc2)c2ccccc2)C(=O)N1Cc1ccc(F)cc1 (stereo not drawn) | -3 | 2 | -1 | 7 | -3 | 1 | -1 | 0.3 | -1 | 5
O=S(=O)(c1cccc2cccnc12)N1CCN(c2ccccc2)CC1 | 0 | 5 | 1 | 3 | -1 | 9 | -2 | -0.3 | 2 | -1
CN(C)C(=O)COC(=O)c1cccc(S(=O)(=O)Nc2ccc(OCc3ccccc3)cc2)c1 | -4 | -2 | 0 | 0 | -2 | -2 | 1 | -0.1 | -13 | 0
CCn1c2ccccc2c2cc(NC(=O)COc3ccccc3)ccc21 | -4 | 6 | -2 | -6 | 2 | 3 | -1 | 6.9 | 7 | 3
Cc1noc(C)c1COc1ccc(C(=O)Nc2ccccc2)cc1 | 7 | 0 | -3 | -6 | 1 | 2 | -2 | 0.8 | -13 | 0
O=C(CCn1c(=O)[nH]c2ccsc2c1=O)N1CCc2ccccc2C1 | 2 | -5 | 2 | 5 | 2 | -1 | 3 | -0.4 | -3 | 1
COc1cccc(NC(=O)CCC2CCN(C(=O)Cc3cccc(F)c3)CC2)c1 | -3 | -3 | 2 | 2 | -5 | 2 | 1 | 0.5 | -10 | -1
COC(=O)c1ccc(OC)c(Cn2c(=O)n(C)c(=O)c3ccccc32)c1 | 6 | 4 | -2 | -2 | 3 | -5 | 0 | 0.1 | 2 | 5
COC(=O)C(c1ccccc1)N(Cc1cccc(CN(C(C(=O)OC)c2ccccc2)S(C)(=O)=O)c1)S(C)(=O)=O (stereo not drawn) | -1 | -3 | -1 | 0 | -3 | 7 | 4 | 0.7 | -4 | 0
CCCN(Cc1cc2cc(C)ccc2[nH]c1=O)C(=O)c1cccc(OC)c1 | 1 | -14 | 4 | 2 | -3 | 5 | 2 | 0.7 | 3 | 1
Cc1cc(F)ccc1NC(=O)CCCN(C)S(=O)(=O)c1ccc(F)cc1 | 1 | -2 | 6 | -6 | -1 | -1 | 3 | 0.5 | 5 | -2
O=S1(=O)CC(N2CCCCC2)C1CN1CCCCC1 (stereo not drawn) | 0 | 4 | -2 | -5 | 0 | -1 | 4 | -0.6 | 9 | 0
CCN(CC)C(=O)CN1CCC(c2nc3cc(C)c(C)cc3[nH]2)CC1 | 3 | 13 | -1 | 13 | -3 | 0 | -4 | -0.5 | 8 | 1
CCOCCCNC(=O)C1(O)c2cc(Br)ccc2NC(=O)N1c1ccc(CC)cc1 (stereo not drawn) | -1 | -6 | 2 | 2 | -2 | -1 | -6 | -0.5 | 3 | 1
Cc1c(Cl)cccc1NC(=O)NN1CCN(C)CC1 | -4 | -4 | -6 | -4 | 1 | -4 | 5 | -0.2 | 4 | 2
Cc1ccc(NC(=O)CN2C(=O)S/C(=C\c3ccccn3)C2=O)cc1 | 0 | -7 | -3 | 17 | -3 | 6 | 4 | -0.2 | 3 | -4
O=C1N=C(N2CCCCC2)S/C1=C\c1ccccc1F | 3 | -7 | -2 | 7 | 2 | -1 | -4 | -0.1 | -6 | -6
Cc1ccc(S(=O)(=O)N2CCN(C(=O)C(F)(F)F)C2c2ccc(N(C)C)cc2)cc1 (stereo not drawn) | 3 | -2 | -3 | 11 | -2 | 2 | 1 | 0.0 | 7 | -1
CN(Cc1ccc(OC(F)F)cc1)C(=O)c1cccc(S(=O)(=O)N2CCN(c3ccccc3)CC2)c1 | 4 | 0 | 2 | -9 | -3 | 14 | 0 | -0.7 | 1 | -1
COc1ccc(CN2CCNC(=O)C2CC(=O)NCCc2c[nH]c3ccccc23)c(OC)c1 (stereo not drawn) | -2 | 6 | 2 | 17 | -3 | -2 | 0 | 0.3 | 9 | -1
CCN(CC)C(=O)Sc1cccc2cccnc12 | 2 | 6 | -3 | -10 | 0 | 5 | 3 | 0.3 | -3 | -2
COc1cc(/C=N/NC(=S)Nc2cccnc2)cc(OC)c1OC | -8 | -6 | 0 | 14 | 2 | -1 | -1 | -1.0 | 0 | -2
COc1cccc(NC(=O)CSCc2n[nH]c(=O)[nH]2)c1 | 0 | -6 | 2 | 3 | -3 | 6 | -6 | 0.2 | 1 | 0

Continued.
SMILES | Tn7 DDE FP | DDE Tn6 FP inh | LEDGF integ inh | TDP2 absorb | PRMT1 FP inh | TCR CD3 inh | MBD2 DNA inh | proKLK7 act | SIAE inh | UHRF1 MBD2 ctr
Cc1ccccc1-c1nnn(CC(=O)Nc2ccc3c(c2)OCCO3)n1 | 0 | -12 | 0 | -13 | 7 | -7 | 3 | -0.3 | -10 | 5
CC(C)Cc1nc(Nc2ccccc2C#N)c2nnn(Cc3ccccc3)c2n1 | -4 | -8 | 4 | -30 | -2 | 2 | -3 | -0.3 | -8 | 1
COCC(C)NC(=O)NC1(C(F)(F)F)Oc2ccc(Cl)cc2O1 (stereo not drawn) | -5 | 4 | -6 | 3 | 2 | -6 | 0 | 0.3 | 0 | 3
COc1ccc(N2CCN(C(=O)COc3ccccc3)CC2)cc1 | -3 | 5 | 3 | -3 | 0 | -12 | 6 | -0.3 | 5 | -2
COc1ccc(C(=O)NNC(=O)CCCCC(=O)NNC(=O)c2ccc(OC)cc2)cc1 | 1 | -4 | 4 | 10 | -1 | 4 | 8 | 0.1 | 10 | 22*
COCCCN(C(=O)CSCC(=O)Nc1cccc(C)c1)c1c(N)n(Cc2ccccc2)c(=O)[nH]c1=O | 3 | -8 | 3 | 10 | -2 | 3 | 2 | 0.2 | 13 | -2
Cc1onc(-c2c(F)cccc2Cl)c1C(=O)NCc1ccccc1 | -3 | 4 | -2 | 3 | 3 | -6 | -2 | -0.1 | -7 | 1
Cc1ccc(C)c(SCC(=O)Nc2cccc(S(=O)(=O)NC3=NCCCCC3)c2)c1 | 4 | 4 | 1 | 0 | -1 | -2 | 6 | 0.4 | -5 | -2
COc1ccc(/C=N/NC(=O)c2ccn[nH]2)cc1Cn1cc([N+](=O)[O-])cn1 | -3 | -5 | 0 | 8 | -4 | 9 | -5 | 0.8 | -1 | -1
CCOC(CNC(=O)c1ccc2c(c1)ncn2-c1ccc(F)c(F)c1)OCC | 7 | -1 | -1 | 0 | 1 | 4 | 6 | -0.3 | 0 | 0
CCN1C(=O)C2(C(C#N)=C(N)Oc3n[nH]c(-c4ccc(Cl)cc4)c32)c2ccccc21 (stereo not drawn) | 3 | 1 | -1 | 2 | 1 | 5 | 3 | 0.7 | 3 | -1
O=C(NCCN1CCOCC1)/C(=C/c1ccccc1)NC(=O)c1ccccc1 | 2 | -6 | 2 | 8 | -1 | 2 | 2 | -0.2 | 1 | 0
COc1ccccc1NC(=O)/C(C#N)=C/c1c(C)nn(-c2ccc(F)cc2)c1Cl | 4 | -4 | -1 | 8 | -2 | -2 | 2 | 0.0 | 3 | -4
C[C@H](NC(=O)c1nc[nH]c1C(=O)N[C@@H](C)c1ccccc1)C(=O)OC(C)(C)C | 11 | -2 | 0 | 1 | -1 | 6 | 4 | 0.0 | -1 | -2
O=c1c2c(-c3cccs3)csc2ncn1-n1cccc1 | -3 | -1 | -3 | 7 | -8 | 3 | 2 | 0.2 | 2 | 2
Cc1cc(C)c2c(=O)[nH]n(C3CCCCCC3)c2n1 | -5 | 0 | 2 | 5 | -1 | -1 | -1 | 0.1 | -3 | -2
Cc1cc(C)c(S(=O)(=O)Nc2c(C)n(C)n(-c3ccccc3)c2=O)cc1[N+](=O)[O-] | -4 | 1 | 0 | -7 | -7 | 5 | -6 | -0.7 | 5 | 2
CC(C)[C@H](NC(N)=O)C(=O)Nc1cccc(S(=O)(=O)NC2=NCCCCC2)c1 | -2 | -3 | 2 | 8 | -5 | 0 | -1 | 0.7 | 2 | 1
CSc1ccccc1OCc1cc(C(=O)N2CCc3sccc3C2)no1 | -7 | 3 | 2 | 1 | 0 | 7 | -6 | 0.3 | -1 | 1
COc1ccc(-c2nnn3c2nc(NCc2ccccc2)c2ccccc23)cc1 | 6 | 2 | -3 | 0 | -1 | 8 | -4 | 0.1 | -3 | 2
COc1cc(O)ccc1C=O | 2 | -3 | -3 | 1 | 4 | -8 | 2 | -0.3 | 2 | 27*

Ordered by heavy-atom count (ascending): part of the list above
SMILES | Tn7 DDE FP | DDE Tn6 FP inh | LEDGF integ inh | TDP2 absorb | PRMT1 FP inh | TCR CD3 inh | MBD2 DNA inh | proKLK7 act | SIAE inh | UHRF1 MBD2 ctr
Cc1cc(C)c2c(=O)[nH]n(C3CCCCCC3)c2n1 | -5 | 0 | 2 | 5 | -1 | -1 | -1 | 0.1 | -3 | -2
O=c1c2c(-c3cccs3)csc2ncn1-n1cccc1 | -3 | -1 | -3 | 7 | -8 | 3 | 2 | 0.2 | 2 | 2
COCC(C)NC(=O)NC1(C(F)(F)F)Oc2ccc(Cl)cc2O1 (stereo not drawn) | -5 | 4 | -6 | 3 | 2 | -6 | 0 | 0.3 | 0 | 3
Cc1onc(-c2c(F)cccc2Cl)c1C(=O)NCc1ccccc1 | -3 | 4 | -2 | 3 | 3 | -6 | -2 | -0.1 | -7 | 1
CSc1ccccc1OCc1cc(C(=O)N2CCc3sccc3C2)no1 | -7 | 3 | 2 | 1 | 0 | 7 | -6 | 0.3 | -1 | 1
COc1ccc(/C=N/NC(=O)c2ccn[nH]2)cc1Cn1cc([N+](=O)[O-])cn1 | -3 | -5 | 0 | 8 | -4 | 9 | -5 | 0.8 | -1 | -1
CC(C)[C@H](NC(N)=O)C(=O)Nc1cccc(S(=O)(=O)NC2=NCCCCC2)c1 | -2 | -3 | 2 | 8 | -5 | 0 | -1 | 0.7 | 2 | 1
COc1ccc(-c2nnn3c2nc(NCc2ccccc2)c2ccccc23)cc1 | 6 | 2 | -3 | 0 | -1 | 8 | -4 | 0.1 | -3 | 2
Cc1ccc(C)c(SCC(=O)Nc2cccc(S(=O)(=O)NC3=NCCCCC3)c2)c1 | 4 | 4 | 1 | 0 | -1 | -2 | 6 | 0.4 | -5 | -2
COc1ccc(C(=O)NNC(=O)CCCCC(=O)NNC(=O)c2ccc(OC)cc2)cc1 | 1 | -4 | 4 | 10 | -1 | 4 | 8 | 0.1 | 10 | 22*

Screens: PubChem, The Scripps Research Institute Molecular Screening Center
